Compound activity: PubChem, National Center for Advancing Translational Sciences (NCATS)
Giardia FBPA inh = qHTS Assay for Inhibitors of Fructose-1,6-bisphosphate Aldolase from Giardia Lamblia; 0.71% of 290,000 active; AID 2451, 2010; Potency, µM (highest dose often 59.6 µM), for the others: top-dose activity, negative = inhibition, most hits filed as inhibitors; purified Giardia FBPA; further: potency means the concentration at half of the fitted maximal effect; nearly all actives have a fitted effect of over 55% in size
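Giardia FBPA (40 nM reagent) was preincubated 10 min at RT with compound (up to 57.5 uM final), then substrate plus GAPDH/TPI/NAD/arsenate coupling system with diaphorase/resazurin was added; resorufin fluorescence (525/598 nm) was read after 20 min.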
AmpC no deterg = qHTS Inhibitors of AmpC Beta-Lactamase (assay without detergent). P00811. AmpC nitrocefin hydrolysis, absorbance 480 nm, 0.0001% Triton. Potency, µM (series often up to 57.1 µM), for the others: at the highest dose activity change, negative = inhibition, usual class: inhibitors. 0.52% of 330,000 active. AID 485341, 2010;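 further: potency means the concentration at half of the fitted maximal effect; plate controls were no compound for no effect and no enzyme for full effect; nearly all actives have a fitted effect of over 20% in size; some results filed as inactive show a strong effect at the top dose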
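20 mM phosphate pH 7.0 + 0.01% (detergent screen) or 0.0001% Triton X-100; 5.3 nM AmpC reagent; cpd preinc 15 min RT; nitrocefin (800 uM stock) to start; A480 q20 s × 4 min; Activity was normalised to no-enzyme and no-compound control wells.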
AmpC detergent = qHTS Inhibitors of AmpC Beta-Lactamase (assay with detergent) | 0.041% of 370,000 active | Potency, µM (doses to about 114 µM), for inactives: at the top dose activity change, negative = inhibition, actives largely listed as inhibitors | P00811 | AmpC hydrolysis of nitrocefin, absorbance 480 nm, 0.01% Triton;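 further: potency means the concentration at half of the fitted maximal effect; 0% = no-compound wells and -100% = no-enzyme wells; nearly all actives have a fitted effect of over 25% in size; some results filed as inactive show a strong effect at the top dose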
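20 mM phosphate pH 7.0 + 0.01% (detergent screen) or 0.0001% Triton X-100; 5.3 nM AmpC reagent; cpd preinc 15 min RT; nitrocefin (800 uM stock) to start; A480 q20 s × 4 min; Activity was normalised to no-enzyme and no-compound control wells.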
Sm TGR block = qHTS Assay for the Inhibitors of Schistosoma Mansoni Peroxiredoxins; 3% of 360,000 active; purified TGR, DTNB reduction, TNB absorbance 405 nm; AID 485364, 2010; Potency, µM (top dose mostly 114 µM), inactives show at the top dose activity change, negative = inhibition, hits mostly inhibitors; further: potency means the concentration at half of the fitted maximal effect; nearly all actives have a fitted effect of over 60% in size
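TGR 20 nM + NADPH 100 uM (dispensed conc.), cpd preinc 15 min RT; start with NADPH (500 uM addition) then DTNB (15 mM addition). Kinetic TNB absorbance, 405 nm filter. Four-parameter Hill fit across titration.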
HCV inh = qHTS Assay for Inhibitors of Hepatitis C Virus (HCV); AID 651820, 2012; Huh7.5.1 HCVcc-Cre infection, luciferase reporter, 44 h; Potency, µM (series often up to 41.8 µM), without a hit: at the highest dose activity change, negative = inhibition, hits mostly inhibitors; 3.4% of 340,000 active; further: potency means the concentration at half of the fitted maximal effect
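After 44 h co-culture of compound, cells and HCVcc-Cre (~0.5 moi), substrate is added for 15 min at room temperature and luciferase measured over 15 sec. Cells were seeded at 1,000/well and pre-cultured 4 h.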
HCMV inh = qHTS Assay for inhibitors of the human cytomegalovirus (HCMV). HFF cells, HCMV-luciferase reporter, 72 h; hits give low values. activity change, negative = inhibition, % at 57.5 µM. 4.5% of 410,000 active. AID 1259415, 2018; in the data active means activity change below about -60%; inconclusive means no clear call, values can overlap the other calls; inactive means above about -39%
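Luciferase read-out from HCMV-luciferase-infected HFFs (MOI 1 PFU/cell) 72 h post infection at 37C; compounds added after 16 h cell attachment; activity normalized between buffer-only basal and Salinomycin (10uM) inhibitor controls.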
* = called active by the depositor; ? = inconclusive; / = no result given; & = joins results of further samples; [ ] = remark or other dose. Unless noted, the call rests on the fitted dose curve; in most records, active means well fitted curve in the direction sought with a large enough effect; inconclusive means small, poorly fitted or top-dose-only effect, or another doubt; inactive means no such curve, though single readings can be large; an effect the other way counts as inactive or inconclusive. Unless noted, on the % scale 0 is the no-effect control and ±100 the full control effect.

SMILES | Giardia FBPA inh | AmpC no deterg | AmpC detergent | Sm TGR block | HCV inh | HCMV inh
C[C@H](CO)N1C[C@H](C)[C@@H](CN(C)Cc2ccc(C(=O)O)cc2)Oc2c(cccc2N(C)C)C1=O | / | -5.2% | / | / | 18.2% | ?
CC(=O)Nc1ccc2nc(NC(=O)COc3ccccc3)sc2c1 | 0.3% | -31.4% | -6.2% | -1.5% | 30.1%[activator] | 17.2
CCOC(=O)C1=C(c2ccccc2)NC(=O)NC1c1ccc(OCC#N)c(OC)c1 (stereo not drawn) | -4.6% | 26.2% | 6.3% | 3.2% | 7.1% | 7.2
Cc1ccccc1-n1c(SCC(=O)N2CCN(c3ccccn3)CC2)nnc1N1CCOCC1 | / | 69.4%[activator] | -4.4% | -2.9% | 11.4% | 48.7
CC(C)C(=O)N1CCC(Cc2ccccc2)CC1 | 15.0% | 1.3% | 1.3% | 0.1% | 10.3% | 6.7
Nc1nonc1N1CCCCC1 | 0.7% | -14.4% | ? | 9.7% | 10.8% | -26.7
N/C(=N\OC(=O)Cc1ccccc1[N+](=O)[O-])c1cccc(Br)c1 | -1.3% | -30.3% | -3.9% | -8.0% | 10.0% | -18.5
CCCS(=O)(=O)N1CCCC(C(=O)NCCCN2CCN(c3ccc(F)cc3)CC2)C1 (stereo not drawn) | 0.0% | 34.3% | -11.7% | 31.1% | -10.2% | -18.5
Cc1cccc(C(=O)NC(=S)Nc2ccc(Cc3ccncc3)cc2)c1 | -6.8% | -16.5% | -5.3% | ? | ? | ?
c1cncc(C2Nc3cccc4cccc(c34)N2)c1 | ? | -31.0%&-27.1% | 1.1%&2.5% | 8.91µM* | 0.1% | 6.8
Cc1ccc(C(=O)NCC(=O)OCC(=O)Nc2ccc3[nH]c(=O)[nH]c3c2)cc1 | / | -20.9% | ? | 2.8% | -2.2% | -14.3
COc1cc(OC)cc(N(C(=O)CNC(=O)c2ccco2)C(C(=O)NCC2CCCO2)c2ccccc2)c1 (stereo not drawn) | -8.3% | 103.7%[activator] | -1.0% | 3.4% | 4.0% | -1.5
Cc1cc(OCc2cccc(Cl)c2)c(C)cc1CN1CCOCC1 | 0.7% | 87.0%[activator] | -4.1% | 2.2% | -18.8% | 25.6
CCCCn1c(N)c(N(CC(C)C)C(=O)CSc2nnc(C)n2-c2ccc(OC)cc2)c(=O)[nH]c1=O | / | 19.7% | -13.9% | -7.4% | 20.2% | -14.5
Cc1oc2ccccc2c1CNC(=O)N(C)C | 5.1% | -4.1% | -6.0% | 3.0% | 14.7% | -29.8
O=C(Nc1ccc(S(=O)(=O)N2CCOCC2)cc1)c1ccc([N+](=O)[O-])s1 | / | -23.8% | -1.6% | -23.6% | 8.91µM* | 6.1
CCOC(=O)c1sc(NC(=O)c2ccc(S(=O)(=O)N(C)C)cc2)cc1C | -13.7% | -34.0% | -9.8% | -11.6% | 11.2µM* | -87.0*
Cc1ccc(C(=O)O/N=C(\N)c2ccccc2)c(Cl)c1 | -4.7% | -15.7% | 3.1% | -3.3% | ? | ?
Cc1cc2nc(/N=C(\N)NC(=O)N3c4ccccc4Sc4ccccc43)nc(C)c2cc1C | 4.0% | -34.2% | -10.3% | 4.0% | ? | -31.3&-3.9
O=C(c1ccccc1)c1sc(N2CCOCC2)nc1-c1ccccc1 | -1.4% | 33.6% | 3.1% | 9.8% | -19.5% | 26.0
CCOc1ccc(NC(=O)CN(C)C(=O)/C=C/c2ccc(S(=O)(=O)N3CCCCCC3)cc2)cc1OCC | / | -3.3% | ? | -7.1% | -20.1% | -4.5
CC(NS(=O)(=O)c1ccc2c(c1)CC(C)N2C(=O)C1CC1)c1ccccc1 (stereo not drawn) | 12.0% | -43.7% | ? | -0.2% | ? | -29.7
C=CCn1c(SCC(=O)N2CCc3ccccc3C2)nnc1-c1ccncc1 | 0.2% | -2.1% | -14.2% | -18.6% | 3.4% | -30.8
Cc1cccc(CSc2ccc3nnc(-c4cccnc4)n3n2)c1 | 0.0% | -25.7% | -13.9% | -10.3% | -0.1% | -21.6
CCS(=O)(=O)c1ccccc1C(=O)N1CCN(c2nc3ccccc3s2)CC1 | / | / | -0.1% | 2.9% | / | ?
COc1ccc2c(c1OC)C(=O)OC2CC(=O)c1ccc2c(c1)OCO2 (stereo not drawn) | 12.1% | -29.9% | -8.8% | -7.2% | 10.2% | 38.3
Cc1cnc(C(=O)Nc2nnc(C)s2)cn1 | -4.7% | -10.1% | -13.0% | 0.0% | -6.8% | 15.1
CC(CN1C(C)CCCC1C)OC(=O)c1ccc(Cl)cc1Cl (stereo not drawn) | -5.0% | -12.3% | 6.5% | 6.6% | 6.2% | -30.0
Cc1ccc(-c2csc3n[nH]c(=S)n23)cc1 | -18.1% | -21.2% | -8.6% | -30.5% | 22.6% | 1.7
Cc1cnc(C(=O)OCC(=O)Nc2ccc(Br)c(C)c2)cn1 | / | -10.3% | 2.2% | 2.0% | 9.6% | 3.6
CC(C)Oc1ccc(CNC(=O)C2=Cc3ccccc3OC2)cc1 | / | / | 8.6% | 7.5% | / | 34.7
CCC(C)[C@H]1COCCS(=O)(=O)N1Cc1ccc(Cl)cc1Cl (stereo partly drawn) | 0.6% | 64.3%[activator] | -13.5% | -21.0% | ? | -13.8
CC(C)(C)CC(=O)Nc1cc2c3c(c1)CC(=O)N3CCC2 | 2.4% | -13.8% | -9.6% | -1.2% | 12.2% | -2.5
CC1CN(S(=O)(=O)c2ccc(C(=O)Nc3ccc(S(=O)(=O)Nc4nccs4)cc3)cc2)CC(C)O1 (stereo not drawn) | 14.7% | -36.1% | -9.1% | 3.3% | 14.5% | -35.5
O=C(CNC(=O)c1ccccc1)NCC(=O)OCc1ccc(Cl)cc1 | 8.8% | -17.5% | -0.5% | -23.0% | 18.2% | -5.3
Cc1cccc(S(=O)(=O)c2cn(C)c3cc(N4CCC(C)CC4)c(F)cc3c2=O)c1 | / | / | 9.1% | -2.0% | / | 20.6
CCn1c(=O)c2cc(C(=O)N3CCOCC3)sc2c2ccccc21 | 0.2% | -13.2% | ? | -16.8% | ? | 70.4
CCn1c(SCC(=O)Nc2ccc(OC)cc2)nc2c(c1=O)SCC2 | 7.5% | -31.9% | -5.8% | 13.9% | -18.5% | ?
CC(C)c1nc2sc3c(NCc4ccccc4)ncnc3c2c2c1COC(C)(C)C2 | -1.1% | -10.8% | -19.6% | 5.5% | -3.5% | 20.7
OCC[C@H]1C[C@@H](O)[C@H](O)[C@]2(OCCCc3ccccc32)O1 | / | -15.8% | ? | -1.8% | 10.5% | 21.2

Profiles as entered above:
Cc1ccc(C(=O)O/N=C(\N)c2ccccc2)c(Cl)c1 as listed: Giardia FBPA inh: -4.7%; AmpC no deterg: -15.7%; AmpC detergent: 3.1%; Sm TGR block: -3.3%; HCV inh: ?; HCMV inh: ?
N/C(=N\OC(=O)Cc1ccccc1[N+](=O)[O-])c1cccc(Br)c1 as listed: Giardia FBPA inh: -1.3%; AmpC no deterg: -30.3%; AmpC detergent: -3.9%; Sm TGR block: -8.0%; HCV inh: 10.0%; HCMV inh: -18.5
CC1CN(S(=O)(=O)c2ccc(C(=O)Nc3ccc(S(=O)(=O)Nc4nccs4)cc3)cc2)CC(C)O1 (stereo not drawn) as listed: Giardia FBPA inh: 14.7%; AmpC no deterg: -36.1%; AmpC detergent: -9.1%; Sm TGR block: 3.3%; HCV inh: 14.5%; HCMV inh: -35.5

(more compounds)
SMILES | Giardia FBPA inh | AmpC no deterg | AmpC detergent | Sm TGR block | HCV inh | HCMV inh
CCN(C(=O)C(C)Sc1ccc(S(=O)(=O)N2CCN(C)CC2)cn1)c1ccccc1 (stereo not drawn) | / | 172.6%[activator] | 3.7% | ? | -3.0% | -8.0
CC(C)(C)OC(=O)N1CCC(c2c(C(=O)NCc3cccs3)cnn2-c2ccc(F)cc2F)CC1 | / | / | 9.6% | 30.3% | / | 0.0
CCCCN1C2CCCC1CC(NC(=O)c1ccc(OC)c(OC)c1)C2 (stereo not drawn) | -1.7% | -12.6% | -7.8% | 5.0% | -15.0% | 29.0
CC(C)=CCN1CCN(Cc2ccc3nsnc3c2)CC1CCO (stereo not drawn) | 1.0% | 3.8% | -7.6% | 11.7% | 34.1%[activator] | -30.5
COc1cccc(C(=O)Nc2ccc3oc(-c4cccc5c(Br)cccc45)nc3c2)c1 | / | / | 9.4% | 3.6% | / | -5.3
Nc1nc2ccccc2nc1N | -0.1% | 1.5% | -7.9% | -2.3% | 5.6% | 19.1
COc1ccc(/C=N/N2C(=O)CSC2=S)cc1 | -23.0% | / | -4.9% | ? | 16.5% | 21.5
CCCCn1c(N)c(-c2nc3ccccc3s2)c2c([N+](=O)[O-])nn(CC)c(=O)c21 | 4.3% | -23.1% | 0.2% | -9.2% | ? | -29.3
Cc1cccc(NC(=O)C2CCN(S(=O)(=O)c3cccc4nonc34)CC2)c1 | 1.1% | -14.5% | -1.8% | -7.2% | 8.3% | -18.7
CCOc1ccccc1C(=O)N1CCN=C1SCc1cccnc1 | -1.4% | 0.3% | 3.1% | ? | 10.1% | -26.6
CCCCOc1ccc(C(=O)OCC(=O)NC2CCCC2)cc1 | -6.2% | -0.8% | 2.1% | 3.9% | 9.7% | -99.7*
Cn1cnnc1SCc1ccc(C(=O)N=Nc2c(O)n(C)c3ccccc23)cc1 | 4.8% | 85.6%[activator] | -5.7% | -7.3% | -4.5% | -39.5
CC(Oc1ccccc1F)C(=O)NNC(=O)C1CC(=O)N(c2ccc3c(c2)OCCO3)C1 (stereo not drawn) | / | -9.2% | -4.1% | -13.8% | 4.0% | -23.2
Cc1cc(SCC(=O)c2ccc3c(c2)OCO3)nc2ccccc12 | -1.5% | -25.9% | -1.3% | 1.1% | ? | -28.2
CCc1cccc(C)c1NC(=O)C1=C(C(=O)O)CCCC1 | 3.2% | -14.0% | ? | -1.3% | 21.3% | -6.3
CC(C)c1nc2ccc(C(=O)O)cc2[nH]1 | -17.4% | -18.1% | -8.7% | -16.7% | -0.5% | -24.3
Cc1ccc(OCC(=O)NNC(=S)NC(=O)c2ccc(Br)o2)c(C)c1 | 2.5% | -18.6% | 1.8% | -2.7% | -3.0% | /
COc1ccc(OC)c(NC(=O)Cn2c(=O)n(Cc3ccco3)c(=O)c3cc(OC)c(OC)cc32)c1 | / | / | -3.1% | -13.2% | / | 2.4
CCCCNC(=O)c1ccc(CS(=O)(=O)Cc2ccccc2F)o1 | 2.9% | -33.0% | 4.9% | -20.8% | 7.2% | -20.6
Cc1ccc(-c2noc(C3CCCN(C(=O)c4c(F)cccc4F)C3)n2)cc1 (stereo not drawn) | 7.4% | 51.4% | -9.0% | -21.3% | / | ?
